Assay outcomes as filed in PubChem BioAssay.
AmpC inh no detg: blocks E. coli AmpC beta-lactamase in detergent-free assay; P00811; AmpC nitrocefin hydrolysis, absorbance 480 nm, 0.0001% Triton; Potency, µM (titrated, usually from 57.1 µM), for the others: top-dose activity change, negative = inhibition, actives largely listed as inhibitors; 0.52% of 330,000 active; AID 485341;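 also: potency is read from the fitted curve at half-maximal effect; plate controls were no compound for no effect and no enzyme for full effect; nearly all actives have a fitted effect of over 20% in size; some results filed as inactive show a strong effect at the top dose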
Target sequence (P00811 whole entry, looked up): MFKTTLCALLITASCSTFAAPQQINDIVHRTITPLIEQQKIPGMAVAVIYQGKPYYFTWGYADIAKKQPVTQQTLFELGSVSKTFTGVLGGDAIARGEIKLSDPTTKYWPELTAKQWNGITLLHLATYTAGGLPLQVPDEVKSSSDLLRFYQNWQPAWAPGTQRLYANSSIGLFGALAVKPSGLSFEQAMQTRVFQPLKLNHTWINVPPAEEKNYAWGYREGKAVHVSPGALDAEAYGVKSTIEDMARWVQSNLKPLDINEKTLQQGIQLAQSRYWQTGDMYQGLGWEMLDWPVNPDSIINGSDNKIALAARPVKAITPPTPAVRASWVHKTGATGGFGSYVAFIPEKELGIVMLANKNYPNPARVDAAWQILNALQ
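AmpC (5.3 nM in the dispensed reagent) in 20 mM phosphate pH 7.0 with 0.01% (detergent screen) or 0.0001% Triton X-100 was preincubated with compounds for 15 min at room temperature. Nitrocefin was then added from an 800 uM solution, and hydrolysis was followed at 480 nm.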
AMA1-RON2 inh: disrupts binding of P. falciparum AMA1 to RON2 | AlphaScreen AMA1-biotinylated RON2 peptide binding | Potency, µM (doses to about 58.2 µM), without a hit: top-dose activity change, negative = inhibition, most hits filed as inhibitors | 0.2% of 360,000 active;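 also: potency is read from the fitted curve at half-maximal effect; 0% = vehicle wells and -100% = peptide control; nearly all actives have a fitted effect of over 45% in size; some results filed as inactive show a strong effect at the top dose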
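AMA1 (3D7) with his tag at 25 nM final met compounds first, then biotinylated RON2 peptide at 25 nM; detection used donor plus acceptor beads, 10 µg/mL apiece, read by AlphaScreen after 30 min at room temperature.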
HCMV inh: inhibitors of human cytomegalovirus | HFF cells, HCMV-luciferase reporter, 72 h; hits give low values | activity change, negative = inhibition, % at 57.5 µM | 4.5% of 410,000 active | AID 1259415; in the data active = activity change below about -60%; inconclusive = no clear call, values can overlap the other calls; inactive = above about -39%; also: % is scaled to controls: 0 for no effect and ±100 for the full control effect
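Luciferase read-out from HCMV-luciferase-infected HFFs (MOI 1 PFU/cell) 72 h post infection at 37C; compounds added after 16 h cell attachment; activity normalized between buffer-only basal and Salinomycin (10uM) inhibitor controls.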
Shiga toxin inh: inhibitors of Shiga toxin in Vero cells | Vero cells, Shiga toxin protein synthesis inhibition reporter | inhibition, % at 38.7 µM | 9.2% of 290,000 active | AID 2315; in the data active = inhibition mostly above about 28%, no sharp cut-off; inactive = mostly below about 43%; also: 0% is about no effect
Cycloheximide cs: affects cycloheximide protein synthesis inhibition readout, counter-screen; cell reporter, cycloheximide protein synthesis inhibition counterscreen; max response, %; 12% of 300,000 active; AID 2314; in the data active = max response mostly above about 13%, no sharp cut-off; inactive = mostly below about 14%; also: read at 38.3 µM for the half of the compounds with a filed dose; 0% is about no effect
AmpC detergent: blocks E. coli AmpC beta-lactamase in detergent assay. P00811. AmpC hydrolysis of nitrocefin, absorbance 480 nm, 0.01% Triton. Potency, µM (doses to about 114 µM), inactives show top-dose activity change, negative = inhibition, most hits filed as inhibitors. 0.041% of 370,000 active;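 also: potency is read from the fitted curve at half-maximal effect; 0% = no-compound wells and -100% = no-enzyme wells; nearly all actives have a fitted effect of over 25% in size; some results filed as inactive show a strong effect at the top dose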
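AmpC (5.3 nM in the dispensed reagent) in 20 mM phosphate pH 7.0 with 0.01% (detergent screen) or 0.0001% Triton X-100 was preincubated with compounds for 15 min at room temperature. Nitrocefin was then added from an 800 uM solution, and hydrolysis was followed at 480 nm.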
Giardia FBPA inh: Giardia lamblia aldolase inhibition | AID 2451 | Potency, µM (highest dose often 59.6 µM), without a hit: top-dose activity, negative = inhibition, actives largely listed as inhibitors | 0.71% of 290,000 active | purified Giardia FBPA; also: potency is read from the fitted curve at half-maximal effect; % is scaled to controls: 0 for no effect and ±100 for the full control effect; nearly all actives have a fitted effect of over 55% in size
Target sequence (A8B2U2 whole entry, looked up): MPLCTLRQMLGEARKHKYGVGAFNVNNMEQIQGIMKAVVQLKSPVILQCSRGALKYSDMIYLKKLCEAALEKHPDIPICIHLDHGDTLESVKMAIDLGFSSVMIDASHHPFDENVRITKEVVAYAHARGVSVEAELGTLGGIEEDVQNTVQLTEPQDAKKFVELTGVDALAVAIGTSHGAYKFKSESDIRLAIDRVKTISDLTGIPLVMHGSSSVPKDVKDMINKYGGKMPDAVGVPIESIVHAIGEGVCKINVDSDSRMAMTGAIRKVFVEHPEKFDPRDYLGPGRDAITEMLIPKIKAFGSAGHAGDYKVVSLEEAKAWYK
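40 nM FBPA preincubated 10 min at RT with compound (up to 57.5 uM final), then substrate plus GAPDH/TPI/NAD/arsenate coupling and diaphorase/resazurin added. Fluorescence read after 20 min at RT, 525/598 nm.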
The depositor's hits bear a star; u = inconclusive; x = not tested or not shown; [ ] = remark or other dose. Unless noted, calls follow the shape of the dose curve; as a rule, active = well fitted curve in the direction sought with a large enough effect; inconclusive = small, poorly fitted or top-dose-only effect, or another doubt; inactive = no such curve, though single readings can be large; an effect the other way counts as inactive or inconclusive.

SMILES	AmpC inh no detg	AMA1-RON2 inh	HCMV inh	Shiga toxin inh	Cycloheximide cs	AmpC detergent	Giardia FBPA inh
Cc1ccc(OCC(=O)N/N=C/c2cc([N+](=O)[O-])ccc2N2CCCCC2)cc1	-5%	-10%	-16	-12	0	-2%	5%
Cc1nc(CS(=O)(=O)c2ccccn2)sc1C(=O)NNC(=O)c1ccccc1	-17%	-8%	80	17	-2	3%	-1%
CN(C)c1ccc(C(CNC(=O)c2ccccc2)c2c[nH]c3ccccc23)cc1 (stereo not drawn)	-5%	u	26	36	-4	-1%	-4%
CCOc1ccccc1Cn1c(=O)oc2ccc(C)cc21	-11%	5%	-33	11	1	1%	2%
O=C(CCl)Nc1nccs1	-10%	-3%	-18	-2	7	4%	-10%
CC1(C)CC(=O)C(Sc2ccc(Br)cc2)=C(O)C1	-7%	10%	17	-5	1	-11%	-7%
COc1ccc(-c2nnc(SCC(=O)NC(C)c3ccccc3)o2)cc1 (stereo not drawn)	-11%	-1%	-5	-6	-2	u	7%
O=[N+]([O-])c1cccc(-c2noc(-c3cccs3)n2)c1	-10%	-9%	224	78*	34*	-9%	1%
CCc1ccc(NC(=O)CSc2nnc(CNC(=O)c3cccs3)o2)cc1	-22%	17%	-13	-10	1	-9%	x
O=C(CSc1nnc(-c2ccc3c(c2)OCO3)o1)Nc1c(F)cccc1F	-22%	25%	17	x	x	x	x
COc1cc(NC(=O)CN2C(=O)NC(c3ccccc3)(c3ccccc3)C2=O)cc(OC)c1	-26%	-2%	u	33	-4	1%	0%
Cc1cc(C)n2nc(SCC(=O)N3CCCC3)nc2n1	-18%	-16%	7	x	x	x	x
CC(=O)N1CCN(C(=O)c2ccc(Cl)c(S(=O)(=O)N3CCCCCC3)c2)CC1	10%	2%	0	x	x	0%	x
CC(CN1CCOCC1)c1ccccc1 (stereo not drawn)	2%	4%	-17	-10	3	-1%	1%
CCC(C)N(C(=O)COC(=O)c1ccccc1SCC(=O)N1CCCC1)C1CCS(=O)(=O)C1 (stereo not drawn)	29%	1%	-11	-10	-2	5%	x
CC(C)CNC(=O)COC(=O)CNC(=O)c1cc(Cl)cc([N+](=O)[O-])c1	-27%	10%	47	-11	-1	-7%	1%
COc1ccc(CCn2c(-c3ccco3)nc3ccccc3c2=O)cc1OC	145%[activator]	-9%	7	-8	1	u	-5%
COc1ccc(NC(C)=O)cc1S(=O)(=O)Nc1ccc(S(=O)(=O)N2CCCCC2)cc1	-35%	1%	20	x	x	x	x
O=c1c2ccccc2[nH]c(=S)n1CCCN1CCN(c2ccccc2F)CC1	-17%	31%[activator]	-63*	-5	-3	-1%	10%
O=C(OCC(=O)N1CCN(S(=O)(=O)c2ccccc2)CC1)C1CCC1	-15%	1%	-8	x	x	x	x
COc1ccc(CC(=O)N2CCN(C(=O)c3ccco3)CC2)cc1	-16%	-2%	-10	8	5	-8%	1%
O=C(Cc1ccc(-n2c(=O)[nH]c3ccsc3c2=O)cc1)NCc1cccnc1	-19%	-14%	39	-10	-1	-14%	10%
COc1cccc(NC(=O)COC(=O)/C=C/c2ccco2)c1	-29%	-3%	13	x	x	0%	x
Cc1nnc(SCC(=O)Nc2ccc3c(c2)OCCO3)n1CC1CCCO1 (stereo not drawn)	-26%	18%	6	30*	7.4*	-6%	3%
O=C(CCN1CCN(C/C=C/c2ccccc2)CC1)Nc1ccc(Cl)cc1	145%[activator]	-12%	2	20	-2	0%	-11%
Cn1c(=O)c2c(ncn2CC(=O)NC[C@H]2O[C@@H](n3cnc4c(N)ncnc43)[C@H](O)[C@@H]2O)n(C)c1=O	-17%	16%	2	x	x	x	x
CCOc1ccc(CCNC(=O)COC(=O)c2nc(Cl)ccc2Cl)cc1OCC	20%	-8%	-25	x	x	-1%	x
COc1ccc(NC(=O)Cc2csc(NC(=O)Nc3ccccc3OC)n2)c(OC)c1	-43%	-29%	-18	x	x	u	x
CC1CN(S(=O)(=O)c2cccs2)CC(C)O1 (stereo not drawn)	-2%	37%[activator]	31	-14	-1	-2%	9%
O=C(CC1CCCC1)Nc1ccc2c(c1)CCC2	-36%	16%	31	51*	29*	0%	0%
O=C(CNC(=O)c1ccccc1)N/N=C/c1cc(Br)ccc1O	-39%	46%[activator]	96	-12	-5	0%	-14%
COc1ccc(C(=O)NC2CCN(Cc3c(F)cccc3Cl)CC2)cc1OC	-8%	16%	13	-8	-1	-5%	5%
Nc1[nH][nH]c(=O)c1N=Nc1ccc2c(c1)OCO2	-11%	53%[activator]	-29	74*	37*	2%	-17%
Cc1cc(C)cc(NC(=O)CCNC(=O)N2C[C@H]3C[C@@H](C2)c2cccc(=O)n2C3)c1	0%	-2%	15	-6	-3	-7%	13%
COCCCNC(=O)CCn1c(=O)c2ccccc2n(CC(=O)NCCC2=CCCCC2)c1=O	-9%	10%	-20	18	1	3%	9%
Cc1c(C(=O)N2CCCCC2)c(S(=O)(=O)NCc2ccc(F)cc2)c(C)n1C	8%	-7%	-13	-4	9	4%	-6%
CCCCCCCN1C(Nc2ccccc2)=NC[C@@H]1Cc1ccccc1	13%	6%	u	-2	-4	u	16%
CCOC(=O)N1CCc2c(sc3c2c(=O)n(Cc2ccccc2)c(=O)n3Cc2ccccc2F)C1	-14%	-14%	12	-10	-1	u	2%
N=C(c1ccc([N+](=O)[O-])cc1)N1CCCCCC1	-13%	-5%	23	-6	-3	0%	-1%
CCC(C(=O)Nc1sc(C(N)=O)c(C)c1C(=O)OC)c1ccccc1 (stereo not drawn)	37%	-1%	12	-7	-3	2%	-13%

Next section; the last 3 above are carried over.
SMILES	AmpC inh no detg	AMA1-RON2 inh	HCMV inh	Shiga toxin inh	Cycloheximide cs	AmpC detergent	Giardia FBPA inh
CCOC(=O)N1CCc2c(sc3c2c(=O)n(Cc2ccccc2)c(=O)n3Cc2ccccc2F)C1	-14%	-14%	12	-10	-1	u	2%
N=C(c1ccc([N+](=O)[O-])cc1)N1CCCCCC1	-13%	-5%	23	-6	-3	0%	-1%
CCC(C(=O)Nc1sc(C(N)=O)c(C)c1C(=O)OC)c1ccccc1 (stereo not drawn)	37%	-1%	12	-7	-3	2%	-13%
O=C(CCCN1C(=O)c2cccc3cccc(c23)C1=O)N1CCN(c2ccc(F)cc2)CC1	22%	-3%	-37	10	-1	2%	4%
COn1c(=O)c(-c2ccc(F)cc2)[n+]([O-])c2ccccc21	-21%	-2%	-25	3	-2	1%	-10%
CCOC(=O)C1CCN(CCCSc2ccc(Cl)cc2)CC1	7%	-21%	9	-16	0	-11%	-23%
CCOc1ccc(N(C(C)C(=O)NC2CCCCCC2)S(C)(=O)=O)cc1 (stereo not drawn)	30%	-9%	-32	8	6	0%	13%
COc1ccc(NC(=O)c2cc(OC)c(OC)c(OC)c2Br)cc1OC	1%	17%	-6	4	-4	-1%	1%
CC1CCCN(C(=O)CSc2nnc3n(C4CCCC4)c(=O)c4ccccc4n23)C1 (stereo not drawn)	-19%	1%	-24	-33	5	7%	-1%
Cc1ccc2oc(C(=O)N(CCO)Cc3ccccc3)c(C)c2c1	67%[activator]	-5%	-3	-3	-1	-8%	3%
COc1cc(CNCCc2ccccc2F)ccc1OCC(=O)N1CCCCC1	-7%	2%	-7	1	-3	-5%	2%
COC(=O)Cn1nc(-c2ccccc2)n(-c2ccccc2)c1=S	-2%	3%	-7	-8	-1	0%	1%
O=C(COC(=O)c1cnccn1)NCc1ccc2c(c1)OCO2	-14%	4%	6	-13	-3	-4%	5%
O=S(=O)(Cc1ccccc1)c1cnc2ccccc2n1	-14%	3%	-33	21	6	-6%	-7%
CCCc1cc(=O)[nH]c(SCC(=O)NC2CCCc3ccccc32)n1 (stereo not drawn)	-10%	0%	-34	-3	-5	3%	u
C=CCc1c(C)nc(-c2ccccc2)nc1Nc1ccccc1O	-29%	2%	34	9	-2	5%	-1%
Cc1ccc(Cn2nnnc2CN2CCC(NC(=O)c3ccc(Br)cc3)CC2)cc1	34%	-7%	-17	4	-3	u	1%
O=S(=O)(c1ccc(F)c(F)c1)N1CCC2(CC1)OCCO2	-10%	2%	58	-4	1	-14%	x
C=C(CO)CC1CC(O)[C@]2(C)OC3CC4OC5C[C@]6(C)O[C@]7(C)CCC8OC9C[C@]%10(C)OC%11C(C)=CC(=O)OC%11CC%10OC9C[C@@H](C)C8OC7CC6O[C@]5(C)C/C=C\C4OC3CC2O1 (stereo partly drawn)	152%[activator]	2%	8	-7	10	1%	-6%

Molecules above containing an aryl methoxy group, in the order listed:
SMILES	AmpC inh no detg	AMA1-RON2 inh	HCMV inh	Shiga toxin inh	Cycloheximide cs	AmpC detergent	Giardia FBPA inh
COc1ccc(-c2nnc(SCC(=O)NC(C)c3ccccc3)o2)cc1 (stereo not drawn)	-11%	-1%	-5	-6	-2	u	7%
COc1cc(NC(=O)CN2C(=O)NC(c3ccccc3)(c3ccccc3)C2=O)cc(OC)c1	-26%	-2%	u	33	-4	1%	0%
COc1ccc(CCn2c(-c3ccco3)nc3ccccc3c2=O)cc1OC	145%[activator]	-9%	7	-8	1	u	-5%
COc1ccc(NC(C)=O)cc1S(=O)(=O)Nc1ccc(S(=O)(=O)N2CCCCC2)cc1	-35%	1%	20	x	x	x	x
COc1ccc(CC(=O)N2CCN(C(=O)c3ccco3)CC2)cc1	-16%	-2%	-10	8	5	-8%	1%
COc1cccc(NC(=O)COC(=O)/C=C/c2ccco2)c1	-29%	-3%	13	x	x	0%	x
COc1ccc(NC(=O)Cc2csc(NC(=O)Nc3ccccc3OC)n2)c(OC)c1	-43%	-29%	-18	x	x	u	x
COc1ccc(C(=O)NC2CCN(Cc3c(F)cccc3Cl)CC2)cc1OC	-8%	16%	13	-8	-1	-5%	5%
COc1ccc(NC(=O)c2cc(OC)c(OC)c(OC)c2Br)cc1OC	1%	17%	-6	4	-4	-1%	1%
COc1cc(CNCCc2ccccc2F)ccc1OCC(=O)N1CCCCC1	-7%	2%	-7	1	-3	-5%	2%
